Salmonella PhoP GFP – inhibitors of PhoP regulon expression, primary screen, Salmonella Typhimurium, GFP reporter (AID 1863); S. Typhimurium PhoP-regulated promoter GFP reporter, 4 h; higher % means a stronger effect; inhibition, % at 50 µM; hits with a dose series show IC50 in µM; 300,000 compounds, 0.16% hits;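 active = inhibition over 29.93%, a cutoff 3 SD above the screen mean, later confirmed by dose response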;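 note: 0% = low Mg2+ inducing control and 100% = high Mg2+ repressing control; strong numbers were not always called active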
CSM14.1 death rescue – rescue of cells from ER stress-induced death, primary screen, 384-well, CSM14.1, thapsigargin, ATP luminescence (AID 1222); CSM14.1 thapsigargin-induced death rescue, ATP luminescence; higher % means a stronger effect; one-dose cellular ATP content (survival), % at 20 µM; EC50 in µM for titrated hits; 190,000 tested, under 10 active;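 active = EC50 below 50 µM in the dose-response confirmation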;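 note: death triggered by thapsigargin at about 15 µM added after 2 h compound pretreatment; cell ATP read after overnight thapsigargin exposure of roughly 18 to 22 hours; normalized against plate controls of thapsigargin alone and 5% DMSO vehicle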
bCat nuc transl – modulators of beta-catenin nuclear translocation, primary screen, imaging, HeLa cells, immunofluorescence, high-content. nuclear translocation activity, % at 5 µM. 190,000 compounds, 0.3% hits. AID 1665, 2009;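 active = nuclear translocation activity above 50% at 5 µM, with a well cell count of 50 or more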;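 note: per-cell ratio of nuclear to cytoplasmic median beta-catenin stain intensity; plate controls were DMSO negative control for no effect and GSK-3 inhibitor IX positive control for full effect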
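Test system: HeLa cells, endogenous beta-catenin; Compound: single 5 µM dose plus 0.02–20 µM confirmation series; Times: compound exposure 24 h at 37°C; Signal: fluorescence imaging of beta-catenin antibody stain plus DAPI; Read-out: % activation, nuclear-to-cytoplasmic median beta-catenin signal ratio per cell.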
T cell HTS – modulators of CD8 T cell-vesicle binding, primary screen, mouse 2C CD8+ T cells, flow cytometry; 2C CD8+ T cell-vesicle binding; stronger effect = lower value; calls only at 7 µM; 330,000 compounds, 0.068% hits; AID 2052, 2009;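 active = response, share of CD8 T cells binding vesicles, and their 90th percentile fluorescence all below set limits, cut at about 80% in these data, passing the limit was not always enough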
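Assay system – 2C mouse CD8+ T cells · Also added – QL9-loaded Drosophila micro-vesicles · Timing – Cell–vesicle co-incubation 1.5 h at 37 °C, staining 20 min on ice · Signal – flow cytometry of vesicle-bound cells · Measure – percent CD8+ FL2 mean versus row control · Controls – Peptide-free naked vesicles (low) and QL9 vesicles with 0.7% DMSO vehicle (high)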
Dynein cargo inh – inhibitors of GR-EGFP nuclear translocation, primary screen, dynein cargo transport inhibitor project, imaging, high-content, 3617.4 mouse cells; test concentration mostly 20 µM; stimulated with dexamethasone, 1 µM; stronger effect = lower value; z-score, hits read low; 220,000 compounds, 0.47% hits; AID 1381, 2008;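 active = plate z-score of nuclear minus cytoplasmic receptor signal below a set negative limit, without overly bright fluorescence or cell loss, cut at about -3.5 in these data, passing the limit was not always enough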;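 note: z-score of nuclear minus cytoplasmic ring GR-EGFP intensity difference per well; some compounds called inactive have numbers as strong as hits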
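Also added – dexamethasone, 1.0 µM final · Buffer or medium – tet-free, stripped-serum medium · Schedule – induction 48 h, compound 1 h, agonist 30 min · Detection – formaldehyde fixation, Hoechst nuclear stain, 10x automated fluorescence imaging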
Autophagy mod – autophagy modulators in MEF cells, primary screen, imaging, high-content, MEF GFP-LC3; MEF GFP-LC3 puncta imaging; test concentration mostly 10 µM; calls only at 10 µM (by protocol); 190,000 compounds, 0.98% hits;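 active = percentage of spot-positive cells more than 3 SD above its plate mean, without a fluorescence outlier flag or 80% toxicity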;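 note: spot-positive cell cutoff set from DMSO-treated cells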
Ins promoter up – insulin promoter activators in MIN6 cells, imaging, high-content screening, mouse beta cells. MIN6 insulin promoter-GFP reporter; stronger effect = higher value. z-score at 5 µM. 190,000 compounds, 0.3% hits;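 active = z-score above 3 at 5 µM with at least 500 cells counted in the well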
MT stabilize HCS – microtubule stabilizers in HeLa cells, primary screen, imaging, high-content imaging; HeLa tubulin immunostaining HCS, 24 h; share of cells brighter than vehicle mean+2SD; % tubulin-high responders, % at 10 µM; 200,000 compounds, 0.83% hits; AID 2205, 2009;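 active = plate Z-score above 3 for both tubulin-high and condensed-nucleus cell shares, with cell loss under 80%, at 10 µM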;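 note: anti alpha tubulin signal scored within the nucleus-defined area of each cell; some results filed as inactive read as strong as hits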
Hep lipid drop – inhibitors of hepatocyte lipid droplet formation, primary screen, imaging, high-throughput imaging, BODIPY stain | AML12 mouse hepatocytes, oleate lipid droplets | inhibition, % at 6.5 µM | 240,000 compounds, 0.4% hits | AID 1656, 2009;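 active = lipid droplet intensity inhibited by at least 50%, with more than 500 cells counted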
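material = mouse AML12 hepatocyte cell line, fixed after treatment | also added = 100 µM oleic acid challenge | doses = compound at 6.5 µM only | schedule = overnight exposure | technique = Image-based BODIPY and DAPI two-channel analysis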
Dynein cargo inh cytoplasmic EGFP – further read-out of Dynein cargo inh, marked with its call; z-score; measured here: cytoplasmic GR-EGFP intensity; stronger effect = higher value
Dynein cargo inh nuclear GR-EGFP – further read-out of Dynein cargo inh, marked with its call; z-score; measured here: nuclear GR-EGFP intensity;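 lower value marks the stronger effect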
Dynein cargo inh cell count – recorded beside Dynein cargo inh, whose call it bears; z-score; measured here: cell count per field
Ins promoter up cell count – second read-out of Ins promoter up, no call of its own (marks repeat the call); cell count; measured here: cytotoxicity, nuclei count;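 total cells summed across four imaged fields per well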
Hep lipid drop cells 6.5 µM – second read-out of Hep lipid drop, no call of its own (marks repeat the call); cell count; measured here: cell count, cytotoxicity flag;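 cells counted across two imaged fields per well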
bCat nuc transl cell count 5 µM – also measured in bCat nuc transl; calls as there; cell count; measured here: cell count, cytotoxicity flag
T cell HTS vesicle-bound % – second read-out of T cell HTS, no call of its own (marks repeat the call); double positive events, %; measured here: CD8+ vesicle-bound cell fraction;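 binding gate set so that unloaded-vesicle control wells show 10% double positive cells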
MT stabilize HCS Hoechst-high % – also measured in MT stabilize HCS; calls as there; % Hoechst-high responders; measured here: nuclear condensation Hoechst responders;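 share of cells brighter than vehicle mean plus two SD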
MT stabilize HCS cytotoxicity % – further read-out of MT stabilize HCS, marked with its call; toxicity, %; measured here: cytotoxicity by cell density;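 0% = mean cell density of plate MIN control wells and 100% = no cells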
Autophagy mod cell loss 18 h – also measured in Autophagy mod; calls as there; toxicity, %; measured here: cell loss, nuclei count;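 cell loss after 18 h compound exposure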
* = called active by the depositor; i = inactive; . = no result given. Hits appear at their usual frequency. Share with any hit: about 3%.

nr	mol	Salmonella PhoP GFP	CSM14.1 death rescue	bCat nuc transl	bCat nuc transl cell count 5 µM	T cell HTS	T cell HTS vesicle-bound %	Dynein cargo inh	Dynein cargo inh cytoplasmic EGFP	Dynein cargo inh nuclear GR-EGFP	Dynein cargo inh cell count	Autophagy mod	Autophagy mod cell loss 18 h	Ins promoter up	Ins promoter up cell count	MT stabilize HCS	MT stabilize HCS Hoechst-high %	MT stabilize HCS cytotoxicity %	Hep lipid drop	Hep lipid drop cells 6.5 µM
1	Cc1ccc(NC(=O)c2c([N+](=O)[O-])c(C(C)(C)C)nn2C)c(C)c1	-5.9%	-1.4%	0.8	507	i	34.9	-0.375	-0.186	-0.226	0.953	i	24.7	-0.1	1306	3.6	2.1	4.1	-11.7	644
2	COc1ccc(NC(=O)Nc2cc(F)ccc2C)cc1	3.6%	-1.2%	0.8	1556	i	12.2	0.355	-0.198	-0.0751	-0.42	i	12.8	.	.	1.9	1.8	6.6	26.2	701
3	CCOC(=O)CSc1nc2sc(C)c(C)c2c(=O)[nH]1	1.1%	-3.4%	-5.0	1075	i	60.0	-0.543	-0.283	-0.0865	1.59	i	-1.2	1.3	1039	2.1	1.8	1.7	-4.1	653
4	CC(=O)NCCc1nc2ccccc2[nH]1	8.1%	-2.5%	-0.4	962	i	37.2	-0.176	-0.174	0.181	-0.294	.	.	1.8	941	2.2	2.1	4.4	-4.4	763
5	COc1cc(CC(=O)OCC(=O)Nc2ncc(Cl)cc2Cl)cc(OC)c1OC	-4.3%	-1.3%	-3.5	946	i	20.1	-0.275	0.0765	-0.0785	0.307	i	-11.7	0.05	1173	2.2	2.0	10.0	.	.
6	COc1ccc(Cc2c3cc(OC)c(OC)cc3cc[n+]2C)cc1OC	-0.5%	.	2.3	1082	i	33.5	0.591	-0.597	0.934	-1.54	.	.	-0.41	872	.	.	.	-3.4	742
7	Cc1cc2nc(C)n3c4ccccc4nc3n2n1	4.5%	0.0%	1.2	1160	i	11.1	0.111	-0.375	0.216	0.233	i	4.0	-0.09	1271	8.1	3.0	2.3	.	.
8	Cc1cc(C(F)(F)F)n(-c2ccc(N)cc2)n1	-2.6%	1.4%	1.6	1027	i	48.3	-0.308	-0.328	-0.135	0.476	i	-2.6	-0.57	1189	3.4	2.3	2.6	-2.6	806
9	CCOC(=O)c1c(NC(C)=O)sc2c(OC)cccc12	12.5%	-0.1%	0.0	1262	i	39.6	0.571	-0.116	-0.275	-1.17	i	2.3	-0.07	1614	2.3	2.3	1.3	.	.
10	CCOC(=O)c1cnc2c(OC)cccc2c1NCc1cccnc1	1.9%	5.4%	-0.8	1543	i	50.3	2.71	-0.212	0.699	-0.665	i	2.9	-1.99	1354	2.6	1.3	0.7	22.4	708
11	CCN1CCN(CC(O)COCc2ccccc2)CC1 (stereo unspecified)	0.5%	1.1%	-3.1	986	i	28.8	-0.378	-0.191	0.0216	0.372	i	-3.6	0.96	1405	3.5	2.5	5.7	.	.
12	CN(/N=C/c1cccs1)c1cc(=O)n(C)c(=O)[nH]1	2.6%	-3.1%	3.4	553	i	11.7	-0.254	-0.246	-0.118	0.789	i	-5.8	.	.	3.3	2.6	8.8	10.4	755
13	Cc1csc(NC(=O)CSc2nc3ccccc3c(=O)[nH]2)n1	-1.0%	0.9%	-2.9	1198	i	23.9	-0.194	-0.232	0.102	0.0659	i	3.8	-0.68	1193	4.1	3.2	6.4	24.5	705
14	CC(=O)Nc1ccc(C(=O)c2ccccc2)cc1	10.2%	-0.4%	-0.9	1195	i	53.5	0.905	-0.126	0.8	-0.187	i	20.5	-0.27	1131	1.9	0.9	0.9	.	.
15	CC(C)Sc1nnc(CNC(=O)C23CC4CC(CC(C4)C2)C3)n1C1CCCCC1	-4.9%	8.3%	-1.2	1205	i	46.4	0.587	-0.271	0.0792	0.464	i	-1.1	-0.03	1499	5.2	2.6	5.7	-20.1	512
16	Cn1c(CCNC(=O)c2cccs2)n[nH]c1=S	1.2%	0.8%	0.7	524	i	44.6	0.521	-0.242	0.285	-0.0101	i	32.0	0.22	1190	2.8	1.9	3.2	0.3	591
17	O=C(O)C1Nc2c(O)cc(Cl)c([N+](=O)[O-])c2C2C=CCC12 (stereo unspecified)	10.2%	-1.9%	-0.1	1091	i	61.5	-0.744	-0.0974	-0.325	0.395	i	13.4	-1.42	1200	1.8	2.6	8.0	.	.
18	CCCC(=O)NC(=S)Nc1ccccc1C(=O)OC	3.9%	-0.4%	-1.4	1377	i	29.8	-0.353	-0.15	0.248	0.439	i	5.7	-0.71	1604	2.8	1.6	2.5	.	.
19	Cc1cc(C=C2C(=O)c3ccccc3C2=O)c(C)n1-c1cccc(C(=O)O)c1	0.7%	-0.6%	-0.7	1138	i	66.7	-0.587	-0.233	-0.584	0.29	i	10.7	-0.01	1216	4.0	2.4	7.8	-18.1	740
20	O=C1Cc2ccccc2C(=O)N1OCc1ccc(Cl)cc1	5.3%	-0.9%	-0.1	1044	i	51.0	1.15	-0.18	0.219	-0.0942	i	-13.2	2.24	1158	3.8	2.3	9.0	.	.
21	CN(C)c1ccc(C2SCCN2C(=O)c2ccc([N+](=O)[O-])cc2)cc1 (stereo unspecified)	0.8%	0.1%	-2.8	1045	i	40.4	-0.113	-0.169	-0.196	0.0271	i	9.8	0.4	1411	7.3	2.3	9.3	7.8	671
22	CCOC(=O)c1c(C)[nH]c(C(=O)COC(=O)c2[nH]c(C)c(C(C)=O)c2C)c1C	-15.2%	2.4%	0.3	1102	i	23.5	-0.185	-0.129	0.546	0.483	i	-6.2	-0.96	882	2.5	1.9	5.9	5.4	793
23	Cc1ccc(NS(=O)(=O)c2ccc(N3C(=O)CCC3=O)cc2)cc1	38.6%	-0.7%	.	.	i	50.0	0.977	-0.209	1.44	-0.127	i	-6.9	-0.09	751	2.0	2.0	8.2	24.8	829
24	COc1cccc(CC2(CO)CCCN(CC3=Cc4cc(OC)ccc4OC3)C2)c1 (stereo unspecified)	2.0%	1.4%	-0.1	1067	i	31.1	-0.562	-0.0102	-0.431	0.856	i	3.9	-0.5	1568	1.3	1.2	5.8	-1.6	707
25	Cc1nc2c3c4c(sc3n3c(SCC(=O)NCc5ccco5)nnc3n2n1)COC(C)(C)C4	-11.8%	1.4%	-0.6	1121	.	.	0.314	-0.185	0.503	-0.176	i	9.8	-0.18	1838	2.3	2.2	8.2	5.6	631
26	COc1cc(OC)cc(-c2nnc(SCC(=O)N3CCOCC3)o2)c1	-4.8%	0.8%	-2.6	998	i	36.5	2.18	0.0375	1.63	-2.48	i	45.4	-0.78	1491	10.5	1.9	21.7	.	.
27	CCNCc1cc(Cl)cc(OC)c1OC(C)C	6.4%	-4.2%	1.4	935	i	49.0	0.508	-0.305	-0.0357	-0.146	i	2.7	.	.	1.6	3.6	9.7	2.3	533
28	CCCCn1c(-c2csc(CC)c2)n[nH]c1=S	-1.1%	0.0%	-0.2	140	i	47.7	-0.535	-0.208	-0.496	0.671	i	-3.1	0.68	1236	4.7	1.8	6.0	9.4	757
29	CCCC(=O)Nc1ccc(N2CCN(C(=O)CCC)CC2)cc1	-9.9%	0.3%	-5.5	946	i	21.0	0.929	0.152	0.906	-0.159	i	40.7	-0.48	1580	1.6	3.6	16.1	.	.
30	CCOC(=O)C1=C(c2ccccc2)NC(=O)NC1c1ccc(N(C)C)cc1 (stereo unspecified)	-9.8%	2.2%	1.9	800	i	11.9	1.86	-0.114	1.08	0.104	i	8.0	0.86	1086	3.8	1.3	4.8	.	.
31	Clc1ccc2c(c1)-c1[nH]ncc1CS2	-10.2%	.	1.5	1262	i	1.5	-0.244	-0.243	-0.237	0.317	.	.	.	.	.	.	.	20.0	728
32	Cn1nc(-c2ccc(N3CCCCC3)c(NC(=O)c3ccco3)c2)c2ccccc2c1=O	-4.2%	1.8%	-0.2	1021	i	11.6	0.0947	-0.285	0.506	-0.235	i	18.7	-2.5	1657	1.2	1.3	30.2	14.9	643

Screening results from PubChem.
